TexasRed fluor – alters Texas Red total fluorescence, flagging assay interference. Potency, µM (highest dose often 106 µM), for the others: at the highest dose fluorescence change, negative = quenching. AID 1479. TRb/SRC2 Texas Red total fluorescence interference. 280,000 compounds, 0.29% hits; active = well fitted curve in either direction with a large enough effect; inconclusive = small, poorly fitted or top-dose-only effect; also: % is scaled to controls: 0 for no effect and ±100 for the full control effect
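Human TRb ligand-binding domain at 0.6 uM with 20 nM Texas Red SRC2 peptide in Tris buffer containing 1 uM T3 and 5% DMSO, incubated with compound 5 h at ambient temperature. Total fluorescence (555/632 nm) calculated as parallel + 2 × perpendicular.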
SMN2 splice up – SMN2 splice variant enhancement; HEK293 SMN2-luciferase splicing reporter, luminescence, 30-36 h; Potency, µM (doses to about 46.1 µM), for the others: top-dose activity change, positive = activation, hits mostly activators; 210,000 compounds, 2.8% hits; AID 1458; also: % of control where 0% means no effect; nearly all actives have a fitted effect of over 55% in size
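HEK293 cells carry an SMN2 minigene-luciferase reporter in which exon 7 inclusion puts luciferase in frame. Cells were seeded at 2000 cells/well, attached for 10-12 hours, then exposed to compounds for 30-36 hours at 37C before ONE-Glo luminescence.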
TRb-SRC2 inh – disrupts binding of human TR beta to SRC2. AID 1469. TRbeta-SRC2 peptide binding, fluorescence polarization; receptor liganded with 1 µM T3. Potency, µM (titrated, usually from 106 µM), inactives show top-dose activity change, negative = inhibition, usual class: inhibitors. 280,000 compounds, 0.065% hits. P10828;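 also: plate controls were bound peptide for no effect and peptide without receptor for full effect; nearly all actives have a fitted effect of over 50% in size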
Target sequence (P10828 whole entry, looked up): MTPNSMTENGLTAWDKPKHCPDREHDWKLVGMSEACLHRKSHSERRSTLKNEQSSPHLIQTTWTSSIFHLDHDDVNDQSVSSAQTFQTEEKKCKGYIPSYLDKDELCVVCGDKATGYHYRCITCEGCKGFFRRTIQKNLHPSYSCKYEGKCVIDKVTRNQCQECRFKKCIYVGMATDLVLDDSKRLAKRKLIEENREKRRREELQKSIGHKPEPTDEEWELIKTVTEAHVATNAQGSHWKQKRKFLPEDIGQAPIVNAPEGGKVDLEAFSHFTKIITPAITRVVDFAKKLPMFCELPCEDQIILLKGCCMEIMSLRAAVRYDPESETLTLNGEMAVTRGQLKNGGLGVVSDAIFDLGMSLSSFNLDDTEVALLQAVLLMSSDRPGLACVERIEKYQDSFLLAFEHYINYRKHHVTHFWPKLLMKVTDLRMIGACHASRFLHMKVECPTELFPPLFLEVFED
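Assay buffer: 20 mM Tris-HCl, 100 mM NaCl, 10% glycerol, 1 mM EDTA, 0.01% NP-40, 1 mM DTT, 1 uM T3, 5% DMSO; TRb LBD 0.6 uM, Texas Red SRC2 20 nM; FP after 5 hr.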
Starred values were filed as active, the others as inactive; [ ] = dose if it differs, or a comment. Unless noted, calls follow the shape of the dose curve; as a rule, active = well fitted curve in the direction sought with a large enough effect; inconclusive = small, poorly fitted or top-dose-only effect, or another doubt; inactive = no such curve, though single readings can be large; an effect the other way counts as inactive or inconclusive. Potency is read from the fitted curve at half-maximal effect. Only part of the results is shown; count on the stated rates, not on these rows.

What do the screens show for `COc1ccccc1NC(=O)Cn1c(=O)n(-c2ccccc2Cl)c(=O)c2sc3ccccc3c21`?
TexasRed fluor: -2%; SMN2 splice up: 1%; TRb-SRC2 inh: -3%

How did COc1ccccc1NC(=O)c1c(NC(=O)c2cccs2)sc2c1CCC(C(C)(C)C)C2 (stereo unspecified) do in these assays?
TexasRed fluor: -1%; SMN2 splice up: -2%; TRb-SRC2 inh: 3%

Results for COc1cc(NC(=O)C2CCCN(S(=O)(=O)c3ccc4c(c3)oc(=O)n4C)C2)c(C(=O)O)cc1OC (stereo unspecified) ?
TexasRed fluor: 0%; SMN2 splice up: -19%; TRb-SRC2 inh: -2%

Results for O=C1C2=C(Nc3ccccc3SC2c2ccccc2C(F)(F)F)c2ccccc21 (stereo unspecified) ?
TexasRed fluor: 3%; SMN2 splice up: -22%; TRb-SRC2 inh: 2%

What do the screens show for `COc1ccccc1CNC(=O)c1ccc2c(c1)N(Cc1cccc(C)c1)C(=O)c1ccccc1S2(=O)=O`?
TexasRed fluor: -4%; SMN2 splice up: 11%; TRb-SRC2 inh: -1%

What do the screens show for `COc1ccc(NC(=O)CCCSc2nc(-c3ccco3)cc(C(F)(F)F)n2)c(OC)c1`?
TexasRed fluor: -9%; SMN2 splice up: -17%; TRb-SRC2 inh: 4%

How did CCN(C(=O)C(NS(=O)(=O)c1ccc(Br)s1)c1ccccc1)c1ccc(C)c(C)c1 (stereo unspecified) do in these assays?
TexasRed fluor: -1%; SMN2 splice up: -12%; TRb-SRC2 inh: 0%

Results for Cc1ccc(NC(=O)N2CCN(C)c3ncccc32)cc1C ?
TexasRed fluor: -3%; SMN2 splice up: 0%; TRb-SRC2 inh: -7%

How did Cc1cc(O)c2c(C)c(CC(=O)N3CCCCC3)c(=O)oc2c1 do in these assays?
TexasRed fluor: 9%; SMN2 splice up: -12%; TRb-SRC2 inh: 7%

What do the screens show for `Cc1cc(Nc2ccccc2F)n2nc(-c3ccccc3)nc2n1`?
TexasRed fluor: -1%; SMN2 splice up: -13%; TRb-SRC2 inh: -4%

What do the screens show for `COc1cccc(CNC(=O)Cc2c(C)c3c(cc(C)c4c(C)coc43)oc2=O)c1`?
TexasRed fluor: 0%; SMN2 splice up: 0%; TRb-SRC2 inh: -9%

How did Cc1ccc(C(=O)Nc2cc(-c3nc4ncccc4o3)ccc2C)c(C)c1 do in these assays?
TexasRed fluor: 4%; SMN2 splice up: 11%; TRb-SRC2 inh: 4%

How did Cc1ccc(NC(=O)Cn2c(=O)oc3cc(S(=O)(=O)N4CCCCC4)ccc32)c(Cl)c1 do in these assays?
TexasRed fluor: 1%; SMN2 splice up: -43%[inhibitor]; TRb-SRC2 inh: 6%

What do the screens show for `CCCC1=Nc2cc(C(=O)NCCc3ccc(OC)cc3OC)ccc2Sc2ccccc21`?
TexasRed fluor: -2%; SMN2 splice up: -26%; TRb-SRC2 inh: -3%

Results for COC(=O)c1c(NC(=O)Cc2coc3ccc(C(C)C)cc23)sc2c1CCC2 ?
TexasRed fluor: inconclusive; SMN2 splice up: 2%; TRb-SRC2 inh: -8%[53 µM]

What do the screens show for `CCCN1C(=O)C2(c3ccccc31)c1c(oc3cc(C)c(C)cc3c1=O)C(=O)N2CCCOC` (stereo unspecified)?
TexasRed fluor: -8%; SMN2 splice up: -5%; TRb-SRC2 inh: 5%

How did COc1cccc(C(=O)NCCSc2c(-c3ccc(F)cc3)[nH]c3ccccc23)c1OC do in these assays?
TexasRed fluor: -4%; SMN2 splice up: 24%; TRb-SRC2 inh: 9%

How did Cc1ccc2ncc(C(=O)NCCc3ccc(S(N)(=O)=O)cc3)c(=O)n2c1 do in these assays?
TexasRed fluor: 3%; SMN2 splice up: 1%; TRb-SRC2 inh: -6%

Results for Cc1ccc(NC(=O)Cn2c(=O)n(Cc3ccco3)c(=O)c3sc4ccccc4c32)cc1C ?
TexasRed fluor: -3%; SMN2 splice up: 7%; TRb-SRC2 inh: -4%

What do the screens show for `CCc1ccc2occ(CC(=O)Nc3c(C(=O)c4ccc(F)cc4)oc4ccccc34)c2c1`?
TexasRed fluor: inconclusive; SMN2 splice up: 2%; TRb-SRC2 inh: -6%

Results for Cc1ccc(-c2csc(-c3nc(-c4ccc(Br)s4)cs3)n2)cc1 ?
TexasRed fluor: -19%; SMN2 splice up: -1%; TRb-SRC2 inh: 3%

How did COc1ccccc1CNC(=O)CCCCn1c(=O)c2ccccc2n(CC(=O)Nc2cccc(Cl)c2)c1=O do in these assays?
TexasRed fluor: 5%; SMN2 splice up: -17%; TRb-SRC2 inh: 4%

What do the screens show for `Cc1ccc(NC(=O)C(Cc2ccccc2)NS(=O)(=O)c2cccs2)cc1Cl` (stereo unspecified)?
TexasRed fluor: 0%; SMN2 splice up: -8%; TRb-SRC2 inh: -5%

What do the screens show for `COc1cccc(NC(=O)c2oc3ccccc3c2NC(=O)C23CC4CC(CC(C4)C2)C3)c1`?
TexasRed fluor: -2%; SMN2 splice up: -9%; TRb-SRC2 inh: -1%

Results for Cc1ccc(CSc2nc(-c3cccs3)ccc2C#N)cc1 ?
TexasRed fluor: -4%; SMN2 splice up: 20%; TRb-SRC2 inh: 1%

Results for Cc1ccc(C)c(Cn2c3ccccc3c3cnn(CC(=O)NCC(C)c4ccccc4)c(=O)c32)c1 (stereo unspecified) ?
TexasRed fluor: -1%; SMN2 splice up: 5%; TRb-SRC2 inh: -3%

What do the screens show for `CC1CCc2c(sc(NC(=O)COc3ccccc3)c2C(=O)Nc2ccccc2Cl)C1` (stereo unspecified)?
TexasRed fluor: 6%; SMN2 splice up: inconclusive; TRb-SRC2 inh: -1%

What do the screens show for `N#Cc1ccccc1CSc1nnc(-c2ccccc2)o1`?
TexasRed fluor: -14%; SMN2 splice up: 11µM*; TRb-SRC2 inh: 1%

How did COc1ccc(-c2nc3ccccc3n3c(-c4ccc(OC)cc4)c4c(=O)n(C)c(=O)n(C)c4c23)cc1 do in these assays?
TexasRed fluor: 0%; SMN2 splice up: 16%; TRb-SRC2 inh: 1%

Results for Cc1ccc(NC(=O)Cn2cc3c(n2)CCCC3)cc1Cl ?
TexasRed fluor: -2%; SMN2 splice up: -13%; TRb-SRC2 inh: 0%

Two entries drawn at random from those above:
How did COc1ccc(-c2nc3ccccc3n3c(-c4ccc(OC)cc4)c4c(=O)n(C)c(=O)n(C)c4c23)cc1 do in these assays?
TexasRed fluor: 0%; SMN2 splice up: 16%; TRb-SRC2 inh: 1%

What do the screens show for `Cc1ccc(NC(=O)C(Cc2ccccc2)NS(=O)(=O)c2cccs2)cc1Cl` (stereo unspecified)?
TexasRed fluor: 0%; SMN2 splice up: -8%; TRb-SRC2 inh: -5%

Next structures.
What do the screens show for `Cc1ccc(C(=O)/C=C/c2cn(CC(O)CN3CCc4ccccc43)c3ccccc23)cc1` (stereo unspecified)?
TexasRed fluor: -3%; SMN2 splice up: -6%; TRb-SRC2 inh: -2%

What do the screens show for `CCc1ccc(NC(=O)C(NS(=O)(=O)c2cccs2)C(C)C)cc1` (stereo unspecified)?
TexasRed fluor: -5%; SMN2 splice up: -53%[inhibitor]; TRb-SRC2 inh: 3%

What do the screens show for `COC(=O)c1sc(-c2ccccc2)cc1NC(=O)Nc1ccc(Cl)cc1`?
TexasRed fluor: -2%; SMN2 splice up: 2%; TRb-SRC2 inh: 10%

How did Cc1ccc2[nH]c(=O)c3cc(C(=O)N(C)c4ccc(Br)cc4)sc3c2c1 do in these assays?
TexasRed fluor: 2%; SMN2 splice up: 12%; TRb-SRC2 inh: 0%

Results for CCOc1ccc(C(=O)Nc2c(C(=O)c3ccccc3)oc3ccccc23)cc1 ?
TexasRed fluor: -2%; SMN2 splice up: 2%; TRb-SRC2 inh: 3%

How did COc1ccccc1-c1ccnc2c(-c3ccc(Br)cc3)c(C)nn12 do in these assays?
TexasRed fluor: 0%; SMN2 splice up: 9%; TRb-SRC2 inh: 3%

Results for Clc1cccc(-c2nc3ccccn3c2Nc2ccc3c(c2)OCCO3)c1 ?
TexasRed fluor: -3%; SMN2 splice up: -19%; TRb-SRC2 inh: 9%

Results for CN(C)c1ccc(Nc2nc3ccccc3n3nnnc23)cc1 ?
TexasRed fluor: -1%; SMN2 splice up: -9%; TRb-SRC2 inh: -1%

How did CC(=O)Nc1ccc(NC(=O)CCc2c(C)nc3c(c(C)nn3-c3ccccc3)c2C)cc1 do in these assays?
TexasRed fluor: -1%; SMN2 splice up: 21%; TRb-SRC2 inh: 1%

Results for CCOC(=O)C1=C(CS(=O)(=O)c2ccc(C)c(C)c2)NC(=O)NC1c1ccccc1OCC (stereo unspecified) ?
TexasRed fluor: -1%; SMN2 splice up: -5%; TRb-SRC2 inh: -3%

How did Cc1ccc2c(CC(=O)Nc3cccc(C(F)(F)F)c3)coc2c1 do in these assays?
TexasRed fluor: -4%; SMN2 splice up: -34%[inhibitor]; TRb-SRC2 inh: -2%

Results for CCC(=O)Oc1ccc(/C=C(\C#N)c2nc3ccccc3[nH]2)cc1OC ?
TexasRed fluor: -24%; SMN2 splice up: inconclusive; TRb-SRC2 inh: -13%

Results for O=C(Nc1ccc2oc(-c3cccnc3)nc2c1)c1ccc(Br)cc1 ?
TexasRed fluor: -3%; SMN2 splice up: -6%; TRb-SRC2 inh: 3%

Results for Cc1ccc(-n2c(Cc3ccccc3)nnc2SCc2nc(-c3cccs3)no2)cc1 ?
TexasRed fluor: -4%; SMN2 splice up: -5%; TRb-SRC2 inh: -6%

What do the screens show for `COc1cc2[nH]c(=O)n(Cc3ccc(C(=O)NCc4ccccc4)cc3)c(=O)c2cc1OC`?
TexasRed fluor: -1%; SMN2 splice up: 5%; TRb-SRC2 inh: 3%

Overlap with the part before: 7 entries; new compounds follow.
How did CC(=O)Nc1ccc(NC(=O)CCc2c(C)nc3c(c(C)nn3-c3ccccc3)c2C)cc1 do in these assays?
TexasRed fluor: -1%; SMN2 splice up: 21%; TRb-SRC2 inh: 1%

Results for CCOC(=O)C1=C(CS(=O)(=O)c2ccc(C)c(C)c2)NC(=O)NC1c1ccccc1OCC (stereo unspecified) ?
TexasRed fluor: -1%; SMN2 splice up: -5%; TRb-SRC2 inh: -3%

How did Cc1ccc2c(CC(=O)Nc3cccc(C(F)(F)F)c3)coc2c1 do in these assays?
TexasRed fluor: -4%; SMN2 splice up: -34%[inhibitor]; TRb-SRC2 inh: -2%

Results for CCC(=O)Oc1ccc(/C=C(\C#N)c2nc3ccccc3[nH]2)cc1OC ?
TexasRed fluor: -24%; SMN2 splice up: inconclusive; TRb-SRC2 inh: -13%

Results for O=C(Nc1ccc2oc(-c3cccnc3)nc2c1)c1ccc(Br)cc1 ?
TexasRed fluor: -3%; SMN2 splice up: -6%; TRb-SRC2 inh: 3%

Results for Cc1ccc(-n2c(Cc3ccccc3)nnc2SCc2nc(-c3cccs3)no2)cc1 ?
TexasRed fluor: -4%; SMN2 splice up: -5%; TRb-SRC2 inh: -6%

What do the screens show for `COc1cc2[nH]c(=O)n(Cc3ccc(C(=O)NCc4ccccc4)cc3)c(=O)c2cc1OC`?
TexasRed fluor: -1%; SMN2 splice up: 5%; TRb-SRC2 inh: 3%

What do the screens show for `CC(=O)c1ccc(NC(=O)Cn2nc(C(F)(F)F)c3c2CCCC3)cc1`?
TexasRed fluor: -17%; SMN2 splice up: 4%; TRb-SRC2 inh: -1%

Results for Cc1ccccc1Cn1c2ccccc2c2cnn(CC(=O)NCCCc3ccccc3)c(=O)c21 ?
TexasRed fluor: -3%; SMN2 splice up: 5%; TRb-SRC2 inh: -8%

How did O=C(NC1CCCCCC1)c1ccc(CS(=O)c2ccc(Br)cc2)o1 (stereo unspecified) do in these assays?
TexasRed fluor: -3%; SMN2 splice up: -22%; TRb-SRC2 inh: -1%

What do the screens show for `CC(=O)c1cccc(NC(=O)C(CC(C)C)NS(=O)(=O)c2ccc3c(c2)CCN3C(C)=O)c1` (stereo unspecified)?
TexasRed fluor: -3%; SMN2 splice up: 4%; TRb-SRC2 inh: 0%

What do the screens show for `Cc1cccc(CSc2nc3ccncc3n2CC(=O)N(C)C2CCCCC2)c1`?
TexasRed fluor: -1%; SMN2 splice up: 3%; TRb-SRC2 inh: 5%

What do the screens show for `CCOC(=O)c1c(-c2ccccc2)csc1NC(=O)c1nc(SCC)ncc1Cl`?
TexasRed fluor: 3%; SMN2 splice up: 4%; TRb-SRC2 inh: -5%

Results for Cc1ccc2nc(-c3ccc(Cl)c(NC(=O)c4cccnc4)c3)oc2c1 ?
TexasRed fluor: 3%; SMN2 splice up: -4%; TRb-SRC2 inh: 6%

Results for CCOc1ccccc1NC(=O)c1ccc(C(=O)Nc2ccccc2OCC)cc1 ?
TexasRed fluor: 2%; SMN2 splice up: -20%; TRb-SRC2 inh: -3%
